GLS inh: qHTS for Inhibitors of Glutaminase (GLS); Glutaminase kidney isoform, mitochondrial (Homo sapiens), O94925; GLS enzymatic activity, qHTS titration; Potency, µM (highest dose often 45.5 µM), for inactives: at the top dose activity change, negative = inhibition, hits mostly inhibitors; 410,000 compounds, 0.21% hits; further: potency means the concentration at half of the fitted maximal effect; on the % scale 0 is the no-effect control and ±100 the full control effect
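hKGA; 45 mM KH2PO4 pH 8.2 + 0.02% Tween-20; cpd via pin tool; 1 mM Gln soln; GluOx/HRP/Amplex Red; RT 30 min; fluor. t0 & final.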
BAZ2B block: qHTS Assay for Inhibitors of BAZ2B. Bromodomain adjacent to zinc finger domain protein 2B (Homo sapiens), Q9UIF8. Potency, µM (top dose mostly 114 µM), inactives show top-dose activity change, negative = inhibition, usual class: inhibitors. AlphaScreen BAZ2B-H3K14Ac peptide displacement. 360,000 compounds, 4.4% hits; further: potency means the concentration at half of the fitted maximal effect; on the % scale 0 is the no-effect control and ±100 the full control effect; nearly all actives have a fitted effect of over 60% in size
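AlphaScreen displacement: compounds (up to 110uM) incubated 30 min at room temperature with a preformed 50 nM BAZ2B/50 nM biotinylated H3K14Ac peptide complex in PBS pH 7.4 with Tween-20. Donor and acceptor beads at 10 ug/mL final added, 20 min light-protected before reading.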
POLH inh: qHTS for Inhibitors of Polymerase Eta | DNA polymerase eta (Homo sapiens), Q9Y253 | recombinant Pol eta, fluorescent DNA replication assay | Potency, µM (titrated, usually from 114 µM), without a hit: top-dose activity change, negative = inhibition, usual class: inhibitors | 390,000 compounds, 1.2% hits; further: potency means the concentration at half of the fitted maximal effect; on the % scale 0 is the no-effect control and ±100 the full control effect
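Pol eta at 10 nM preincubated with compounds 15 min at room temperature; reaction started with fluorescent substrate (50 nM final) and read kinetically at 0 and 10 min.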
JMJD2A Tudor inh: qHTS Assay for Inhibitors of JMJD2A-Tudor Domain | AlphaScreen JMJD2A-Tudor / H3K4me3 peptide binding | Potency, µM (highest dose often 114 µM), for the others: at the top dose activity change, negative = inhibition, usual class: inhibitors | 390,000 compounds, 4.4% hits | AID 504339, 2011; further: potency means the concentration at half of the fitted maximal effect; on the % scale 0 is the no-effect control and ±100 the full control effect; nearly all actives have a fitted effect of over 50% in size
Tb PGK inh: qHTS Assay to Find Inhibitors of Phosphoglycerate Kinase; PGK/GAPDH coupled, Kinase-Glo luminescence, 60 min; Potency, µM (doses to about 57.5 µM), for the others: at the highest dose activity change, negative = inhibition, most hits filed as inhibitors; AID 602233, 2012; Phosphoglycerate kinase, glycosomal (Trypanosoma brucei brucei), P07378; 380,000 compounds, 0.043% hits; further: potency means the concentration at half of the fitted maximal effect; on the % scale 0 is the no-effect control and ±100 the full control effect; nearly all actives have a fitted effect of over 60% in size
Target sequence (P07378 whole entry, looked up): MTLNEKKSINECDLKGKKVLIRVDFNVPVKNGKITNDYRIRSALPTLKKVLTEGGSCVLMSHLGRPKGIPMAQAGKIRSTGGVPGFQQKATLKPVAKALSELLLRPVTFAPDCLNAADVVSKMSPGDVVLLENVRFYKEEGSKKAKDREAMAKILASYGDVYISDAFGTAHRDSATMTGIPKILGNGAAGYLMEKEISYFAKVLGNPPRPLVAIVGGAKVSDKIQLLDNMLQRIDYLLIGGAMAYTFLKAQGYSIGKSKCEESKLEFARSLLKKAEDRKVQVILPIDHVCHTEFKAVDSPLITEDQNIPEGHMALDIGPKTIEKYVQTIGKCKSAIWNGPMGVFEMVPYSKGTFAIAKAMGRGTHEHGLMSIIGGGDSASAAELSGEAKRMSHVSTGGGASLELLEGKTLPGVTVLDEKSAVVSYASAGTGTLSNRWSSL
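Luminescent ATP detection (Kinase-Glo Plus) follows a 60-minute room-temperature incubation, with wells lacking PGK as controls. Buffer: 100 mM TEA (pH 7.6), 5 mM MgCl2, 0.01% Tween-20. Coupling enzyme GAPDH (100 nM final) supplies unstable 1,3-BPG in-well.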
PI4K2A block: qHTS for small molecular inhibitors of PI4K2A. AID 1346378, 2018. 420,000 compounds, 0.13% hits. Phosphatidylinositol 4-kinase type 2-alpha (Homo sapiens), Q9BTU6. activity change, negative = inhibition, % at 76.9 µM. purified PI4K2A, ADP-Glo luminescence, 1 h; stronger effect = lower value; in the data active means activity change below about -50%; inconclusive means mostly about -30% to -49%;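 further: -100% = wells without enzyme as full effect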
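In this quantitative HTS, ADP production by PI4K2A was quantified luminescently after 1 h at ambient temperature; 100 microM adenosine served as plate-quality control.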
G9a inh: qHTS Assay for Inhibitors of Histone Lysine Methyltransferase G9a | G9a H3K9 monomethylation, AlphaScreen, 2 h | Potency, µM (titrated, usually from 102 µM), without a hit: at the top dose activity, negative = inhibition, most hits filed as inhibitors | 350,000 compounds, 8.8% hits | AID 504332, 2011; further: potency means the concentration at half of the fitted maximal effect; on the % scale 0 is the no-effect control and ±100 the full control effect; nearly all actives have a fitted effect of over 75% in size
Target sequence (Q96KQ7 913-1193 limits assumed): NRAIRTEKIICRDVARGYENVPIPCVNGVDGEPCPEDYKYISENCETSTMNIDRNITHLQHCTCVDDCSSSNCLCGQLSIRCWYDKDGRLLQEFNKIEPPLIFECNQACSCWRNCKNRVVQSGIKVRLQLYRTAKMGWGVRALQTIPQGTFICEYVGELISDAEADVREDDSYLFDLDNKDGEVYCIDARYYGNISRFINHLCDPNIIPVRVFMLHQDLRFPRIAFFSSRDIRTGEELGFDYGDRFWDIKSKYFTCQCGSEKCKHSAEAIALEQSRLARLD
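Signal arises when biotinylated H3K9 peptide, once monomethylated, bridges streptavidin donor and antibody-captured acceptor beads. Enzyme at 20 nM was preincubated 15 min with test compounds; peptide 500 nM and SAM 20 uM then reacted for 2 h.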
Pin1 inh: qHTS Assay to Find Inhibitors of Pin1; Pin1 FP peptide displacement, HiFluor488, 10 min; AID 504891, 2011; 390,000 compounds, 0.009% hits; Potency, µM (titrated, usually from 115 µM), inactives show top-dose activity, negative = inhibition, hits mostly inhibitors; active means well fitted inhibition curve with a large enough effect in the polarisation, with a control signal flat, not every such curve was filed as active; inconclusive means small, poorly fitted or top-dose-only effect, or effect the other way, or a change in a side signal; inactive means no such curve, though single readings can be large or run the other way; the % refers to the polarisation; further: potency means the concentration at half of the fitted maximal effect; on the % scale 0 is the no-effect control and ±100 the full control effect
Target sequence (Q13526 whole entry, looked up): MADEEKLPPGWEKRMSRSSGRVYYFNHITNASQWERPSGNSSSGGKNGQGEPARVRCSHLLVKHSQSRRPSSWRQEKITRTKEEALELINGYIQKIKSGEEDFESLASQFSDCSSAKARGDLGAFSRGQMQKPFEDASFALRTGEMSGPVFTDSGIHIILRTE
HP1b chromo inh: HTS for Inhibitors of HP1-beta Chromodomain Interactions with Methylated Histone Tails | Chromobox protein homolog 1 (Homo sapiens), P83916 | AlphaScreen HP1-beta / biotin-H3K9me3 peptide binding | Potency, µM (series often up to 114 µM), inactives show at the top dose activity change, negative = inhibition, most hits filed as inhibitors | 390,000 compounds, 0.56% hits | AID 540317, 2011; further: potency means the concentration at half of the fitted maximal effect; nearly all actives have a fitted effect of over 70% in size; inactives centre near 23
Target sequence (P83916 whole entry, looked up): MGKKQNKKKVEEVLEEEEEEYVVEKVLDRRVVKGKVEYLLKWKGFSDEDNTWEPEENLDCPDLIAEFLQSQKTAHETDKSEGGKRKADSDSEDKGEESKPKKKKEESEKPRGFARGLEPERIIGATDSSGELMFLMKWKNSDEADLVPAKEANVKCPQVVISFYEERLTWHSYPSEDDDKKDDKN
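Compound inhibition of the preformed complex between 50 nM HP1-beta and 50 nM biotinylated H3K9me3 peptide was read by AlphaScreen. Buffer was PBS pH 7.4 with 0.01% Tween-20. Incubations ran 30 min at room temperature, with 10 ug/mL donor/acceptor beads.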
An asterisk follows results filed as active; i = inactive; ? = inconclusive; / = not tested or not shown; & = joins results of further samples; ! = a repeat was not active; [ ] = dose if it differs, or a comment. Unless noted, the call rests on the fitted dose curve; in most records, active means well fitted curve in the direction sought with a large enough effect; inconclusive means small, poorly fitted or top-dose-only effect, or another doubt; inactive means no such curve, though single readings can be large; an effect the other way counts as inactive or inconclusive.

SMILES	GLS inh	BAZ2B block	POLH inh	JMJD2A Tudor inh	Tb PGK inh	PI4K2A block	G9a inh	Pin1 inh	HP1b chromo inh
Cc1cc(OCC(=O)NCC(O)c2ccccc2)c2c3c(c(=O)oc2c1)CCC3 (stereo not drawn)	2%	-5%	-13%	-28%	0%	2	3%[0.0925 µM]	-2%	19%
C[C@]12CC[C@H]3[C@@H](CCC4=CC(=O)CC[C@@H]43)[C@@H]1CC[C@@H]2O	-12%&0%	/	-15%	-6%	-9%	2&-2	-16%[59 µM]	2%	54%[activator]
COCCN1C(=O)NC(=O)/C(=C\c2ccc(Br)cc2)C1=O	-16%	-5%	-19%	?	-1%	6	45µM*	0%	11%
CCC(=O)CC(c1ccccc1)c1c(O)c2ccccc2sc1=O (stereo not drawn)	0%	2%	-8%	-3%	-7%	2	-5%	3%	21%
Cc1ccc(OCCn2cccc2/C=C2/C(=O)NC(=O)N(Cc3ccco3)C2=O)cc1	-12%	-35%	20µM*	-30%	-15%	?	50µM*	16%	4%
Cc1cc(/C=C2\C(=O)NC(=O)N(c3ccc(Cl)cc3)C2=O)c(C)n1C	-4%	-6%	-6%	-6%	/	-1	/	?	58%[activator]
O=c1[nH]c(=O)n(CCC2=CCCCC2)c(O)c1C=NCCCn1ccnc1	1%	-7%	-9%	-30%	-5%	-12	-27%	30%[activator]	30%
O=C(O)CCn1cc(C=C2C(=O)NC(=S)NC2=O)c(-c2cc3ccccc3oc2=O)n1	?	50µM*	20µM*	89µM*	-19%	-8	11µM*	-2%	-13%
C[C@@H]1CN([C@H](C)CO)C(=O)CCCn2nncc2CO[C@@H]1CN(C)C(=O)Oc1ccc2ccccc2c1	10%	/	0%	/	-3%	-4	/	/	/
Cc1cc(C=C(C#N)C#N)ccc1N1CCCC1	13%	21%	-7%	-6%	20%	17	22%	?	42%[activator]
CCCc1nc2ccc(Br)cc2c(=O)n1-c1ccc([N+](=O)[O-])c(C(F)(F)F)c1	-1%	-16%	-9%	?	-1%	4	-51%	0%	-4%
CCc1cccc(C)c1NC(=S)N1CC2CC(C1)c1cccc(=O)n1C2 (stereo not drawn)	10%	-4%	-12%	-13%	-8%	0	34%[59 µM]	-13%	9%
COC(=O)C1=C(c2ccc(OCc3ccccc3)cc2)C[C@@H]2CC[C@H]1N2C(=O)NCc1ccccc1C(F)(F)F	-3%	/	-14%	/	3%	-4	/	/	/
COC(=O)C1=C(c2ccc(Cl)c(C(F)(F)F)c2)C[C@@H]2CC[C@H]1N2C(=O)NC1CC1	1%	13%	-21%	-5%	-2%	1	8%[0.501 µM]	-3%	38%
OC(COCc1ccc(Cl)cc1)CN1CC=C(c2ccccc2)CC1 (stereo not drawn)	0%&-13%	50µM*	-11%&-3%	1.1µM*!	-8%	-1&14	?	-6%&-9%	?

2 compounds from above, limited to POLH inh:
| compound | POLH inh |
| --- | --- |
| COC(=O)C1=C(c2ccc(OCc3ccccc3)cc2)C[C@@H]2CC[C@H]1N2C(=O)NCc1ccccc1C(F)(F)F | -14% |
| COC(=O)C1=C(c2ccc(Cl)c(C(F)(F)F)c2)C[C@@H]2CC[C@H]1N2C(=O)NC1CC1 | -21% |

Random excerpt: two records from the list
SMILES	GLS inh	BAZ2B block	POLH inh	JMJD2A Tudor inh	Tb PGK inh	PI4K2A block	G9a inh	Pin1 inh	HP1b chromo inh
COC(=O)C1=C(c2ccc(OCc3ccccc3)cc2)C[C@@H]2CC[C@H]1N2C(=O)NCc1ccccc1C(F)(F)F	-3%	/	-14%	/	3%	-4	/	/	/
OC(COCc1ccc(Cl)cc1)CN1CC=C(c2ccccc2)CC1 (stereo not drawn)	0%&-13%	50µM*	-11%&-3%	1.1µM*!	-8%	-1&14	?	-6%&-9%	?

Next section
SMILES	GLS inh	BAZ2B block	POLH inh	JMJD2A Tudor inh	Tb PGK inh	PI4K2A block	G9a inh	Pin1 inh	HP1b chromo inh
Cc1ccc(C2=NCC(=O)N(CC(=O)N3CCCCC3)c3sc(C)c(C)c32)cc1	-9%	-9%	-7%	-16%	-7%	-1	14%[0.0925 µM]	-3%	?
CNc1cc(N2CCN(C)CC2)ccc1[N+](=O)[O-]	-2%	-21%	-11%	-17%	1%	5	?	0%	14%
Cc1ccc(-n2c(O)c(C=NCCCn3ccnc3)c(=O)[nH]c2=O)cc1	1%	3%	1%	-15%	-1%	7	15%	?	-17%
Cc1ccc(C)c(-n2c(C)nc3ccccc3c2=O)c1	1%	1%	-12%	-9%	-4%	-2	13%	-5%	33%
COc1ccc(/C=C/C(=O)c2c(O)n(CCC3=CCCCC3)c(=O)[nH]c2=O)cc1	26%	0%	-14%	-32%	-1%	-7	13%[59 µM]	14%	31%
O=C(Cn1c(=O)n(CC2CS2)c2ccccc21)N1CCCCCC1 (stereo not drawn)	6%	-13%	-5%	10%	0%	0	24%	2%	32%
CC(C)CN(C(=O)CN1CC=C(c2ccccc2)CC1)c1c(N)n(CC(C)C)c(=O)[nH]c1=O	?	-8%	-5%	-10%	-3%	-3	-31%	5%	-21%
O=c1[nH]c(O)c(C=Nc2ccc(Cl)c(C(F)(F)F)c2)c(=O)[nH]1	-8%	-7%	-4%	2%	-10%	-1	?	0%	61%[activator]
CCOC(=O)C(O)(c1ccc(N(CC)C(=O)OC)cc1)C(F)(F)F (stereo not drawn)	0%	8%	-10%	-3%	-10%	-1	-4%[12.7 µM]	1%	28%
C=CCn1c(O)c(C(=O)CCCCCC)c(=O)[nH]c1=O	18%	-6%	9%	-15%	0%	-7	12%[59 µM]	26%	37%
C=CC[C@@H](CC(=O)N[C@@H](CO)Cc1ccccc1)C(=O)NCCOC(=O)[C@@H](CC=C)Cc1ccc(F)cc1	3%	/	-19%	-12%	-1%	-3	/	-2%	27%
C=CCn1c(O)c(C(C)=Nc2ccc(N(CC)CC)cc2)c(=O)[nH]c1=O	33%[activator]	-12%	-14%	-30%	-6%	1	?	-2%	2%
CC/C(=N\NC(=O)c1ccccc1Cl)c1c(O)n(C2CCCCC2)c(=O)[nH]c1=O	12%	-23%	-10%	-5%	2%	-2	?	-1%	39%[activator]
CCN1c2nc3c(C)cccn3c(=O)c2CC2(C(=O)N(C)C(=O)N(C)C2=O)C1C (stereo not drawn)	4%	-7%	-4%	-11%	i	4	7%[12.7 µM]	11%	40%[activator]
c1ccc(C2c3ccccc3-n3nncc3CN2CC2CCCCC2)cc1 (stereo not drawn)	9%	/	-9%	-26%	-9%	6	/	10%	9%
CCN(CC)c1ccc(C=C2C(=O)NC(=S)NC2=O)cc1	?	50µM*	-7%	45µM*	/	-19	7.9µM*	0%	?
COC(=O)C1=C(c2ccc(-c3ccccc3)c(F)c2)C[C@@H]2CC[C@H]1N2C(=O)NCCCOC(C)C	7%	-27%	-15%	-26%	i	-1	11%[2.33 µM]	6%	48%[activator]
CC1NCCC2(O)CCCCC12 (stereo not drawn)	2%	-1%	-8%	-14%	-4%	-5	/	-1%	32%
Brc1ccc(C2N3CCCN23)cc1 (stereo not drawn)	5%	7%	-16%	-7%	-3%	2	-10%[59 µM]	-9%	15%
Cc1ccc(N(C)C(=O)Oc2cccc3ccc(C)nc23)cc1	8%	-1%	-15%	-1%	1%	23	31%	-9%	28%
CCOc1cccc(N2C(=O)/C(=C/c3ccco3)C(=O)NC2=S)c1	?	32µM*	3.2µM*	22µM*	?	-15	14µM*	-7%	20µM*
COc1ccc(Br)cc1CNCCc1cccc(Cl)c1	3%	?	-13%	22µM*	4%	1	20µM*	-2%	-17%
COc1cc2c(cc1OC)CN(c1ccc([N+](=O)[O-])c(C(F)(F)F)c1)CC2	-1%	-5%	-10%	-15%	i	7	21%[59 µM]	12%	3%
COc1cccc(CC(=O)N(C)C2CCCN(Cc3ccccc3F)C2)c1 (stereo not drawn)	3%	2%	4%	-10%	8%	-3	/	4%	54%[activator]
CC12CN3CCN(C1)CC(C)(C3)C2=NO	11%	-5%	8%	-7%	/	1	15%[59 µM]	-2%	24%
CC(C)=CCC/C(C)=C/CN(CC(C)O)CC(C)O (stereo not drawn)	-5%	-4%	5%	3.2µM*	-9%	3	10µM*	-2%	?
CCN(CC)C(=O)c1ccc(NC(=O)CCn2nc(-c3ccc(C)cc3)c3ccccc3c2=O)cc1	-8%	-19%	-4%	-30%	i	2	?	-1%	2%
CC(C)(C)C1(CCO)C(=O)NC(=S)NC1=O	-10%	/	-13%	-11%	-4%	-1	/	2%	26%

Profiles as entered above:
`CC(C)(C)C1(CCO)C(=O)NC(=S)NC1=O` reads GLS inh = -10%; BAZ2B block = /; POLH inh = -13%; JMJD2A Tudor inh = -11%; Tb PGK inh = -4%; PI4K2A block = -1; G9a inh = /; Pin1 inh = 2%; HP1b chromo inh = 26%
`CCOc1cccc(N2C(=O)/C(=C/c3ccco3)C(=O)NC2=S)c1` reads GLS inh = ?; BAZ2B block = 32µM*; POLH inh = 3.2µM*; JMJD2A Tudor inh = 22µM*; Tb PGK inh = ?; PI4K2A block = -15; G9a inh = 14µM*; Pin1 inh = -7%; HP1b chromo inh = 20µM*

Compound activity: PubChem BioAssay, National Center for Advancing Translational Sciences (NCATS)

Only part of the results is shown (hit frequency here may not be typical).
